# KLK5 inh – human KLK5 protease inhibitors, primary screen, biochemical, 1536-well; Kallikrein-5 (Homo sapiens), Q9Y337; inhibition, % at 5 µM; recombinant hK5, fluorogenic AMC substrate cleavage; 0.59% of 210,000 active; AID 873, 2007;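 active = inhibition of 40% or more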;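 also: 0% = enzyme controls without compound and 100% = no-enzyme blanks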
# TNF necrop inh – inhibitors of TNF-alpha triggered necroptosis, primary screen, cell-based, Jurkat FADD-/-, single concentration | Jurkat FADD-/- TNF necroptosis rescue, ATP luminescence, 24 h; 0 = TNF only, 100 = no-TNF cells | activation (protection from cell death), % at 10 µM | 0.068% of 220,000 active;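 active = activation, meaning protection from cell death, of at least 50% relative to plate controls; inactive = activation below 50%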;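 also: necroptosis triggered by 40 ng/mL TNF-alpha added together with compound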
# Cl transport mod – KCC2 cotransporter modulators, thallium flux, primary screen, cell-based, HEK293 KCC2, FluoZin-2 fluorescence, MLSMR. Solute carrier family 12 member 5 (Homo sapiens), Q9H2X9. KCC2 cells, thallium flux FluoZin-2 fluorescence. B-score of Tl+ flux slope (higher = more flux/activation; lower = inhibition) at 10 µM. 2.2% of 190,000 active. AID 1456, 2008;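 active = thallium flux slope and its plate-corrected score both differing from the plate sample mean at a set confidence after two filtering rounds, in either direction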;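 also: slope of fluorescence scaled to starting intensity during 10 to 20 s after thallium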
# FXIa inh – human FXIa protease inhibitors, primary screen, biochemical, 1536-well | inhibition, % at 5 µM | AID 798, 2007 | purified FXIa, Boc-Glu-Ala-Arg-AMC fluorogenic substrate | Coagulation factor XI (Homo sapiens), P03951 | 0.14% of 220,000 active;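 active = inhibition of at least 40%; inactive = inhibition below 40%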;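 also: fluorescence of freed AMC excited at 355 nm; 0% = enzyme without compound and 100% = no enzyme blank; many of its hits are not listed in these tables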
# Rad51 HR inh – human RAD51 strand exchange inhibitors, primary screen, biochemical, fluorescence; DNA repair protein RAD51 homolog 1 (Homo sapiens), Q06609; 0.085% of 200,000 active; AID 1385, 2008; inhibition, % at 10 µM; hRad51 DNA strand exchange, fluorescence dequenching;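 active = inhibition above 40% at the single screening dose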;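 also: 0% = DMSO control wells and 100% = blanks with heterologous ssDNA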
# Target sequence (Q06609 whole entry, looked up): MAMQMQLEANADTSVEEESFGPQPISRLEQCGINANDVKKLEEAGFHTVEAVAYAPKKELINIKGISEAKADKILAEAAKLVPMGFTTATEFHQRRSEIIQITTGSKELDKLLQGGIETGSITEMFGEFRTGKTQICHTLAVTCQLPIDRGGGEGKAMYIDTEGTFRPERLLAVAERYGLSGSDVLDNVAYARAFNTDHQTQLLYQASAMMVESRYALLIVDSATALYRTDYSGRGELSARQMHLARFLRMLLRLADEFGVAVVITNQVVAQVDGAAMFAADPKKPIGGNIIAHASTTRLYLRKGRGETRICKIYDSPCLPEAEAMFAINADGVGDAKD
#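 material = hRad51 filaments on single-stranded DNA | reagent = Donor/quencher-labelled 47-bp dsDNA substrate | compound = 10 µM final, single point | schedule = strand-exchange reaction 15 min at room temperature | measured by = fluorescein emission 520 nm, excitation 485 nm | read-out basis = % inhibition versus plate control and blank means | benchmarks = plate controls and plate blanks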
# FXIIa inh 1536 – human FXIIa protease inhibitors, primary screen, biochemical, 1536-well; inhibition, % at 5 µM; purified FXIIa, Boc-QGR-AMC fluorogenic substrate, 2 h; 0.3% of 220,000 active; in the data active = inhibition above about 40%;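 also: 0% = enzyme with no compound and 100% = blank without enzyme; many of its hits are not listed in these tables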
# Target sequence (P00748 20-372 limits assumed): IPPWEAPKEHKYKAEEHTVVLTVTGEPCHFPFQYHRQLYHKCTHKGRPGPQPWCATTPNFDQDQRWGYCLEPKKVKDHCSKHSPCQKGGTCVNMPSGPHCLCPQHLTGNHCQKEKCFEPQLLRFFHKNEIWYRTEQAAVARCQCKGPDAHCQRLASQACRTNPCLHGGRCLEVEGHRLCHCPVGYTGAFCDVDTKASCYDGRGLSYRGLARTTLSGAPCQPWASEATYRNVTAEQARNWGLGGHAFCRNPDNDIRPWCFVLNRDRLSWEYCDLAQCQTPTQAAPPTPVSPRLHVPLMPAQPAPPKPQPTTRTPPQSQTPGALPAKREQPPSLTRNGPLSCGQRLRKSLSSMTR
# Target sequence (P00748 373-615 limits assumed): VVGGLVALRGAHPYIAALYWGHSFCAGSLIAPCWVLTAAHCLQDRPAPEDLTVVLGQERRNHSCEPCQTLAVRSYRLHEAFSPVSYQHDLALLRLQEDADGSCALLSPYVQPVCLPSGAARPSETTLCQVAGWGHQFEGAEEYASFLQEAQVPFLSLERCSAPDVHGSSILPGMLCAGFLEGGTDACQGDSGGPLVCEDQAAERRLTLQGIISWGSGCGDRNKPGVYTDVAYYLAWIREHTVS
# Hck-Nef inh – inhibitors of Nef-activated human Hck kinase, primary screen, biochemical, Z-Lyte FRET, 384-well, Hck-YEEI; Tyrosine-protein kinase HCK (Homo sapiens), P08631; 0.68% of 220,000 active; AID 463187, 2010; inhibition, % at 20 µM; Recombinant Hck-YEEI plus Nef, Z-Lyte FRET kinase assay;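 active = Hck-Nef kinase inhibition above about 50%, limit read from the data; inactive = inhibition below that limit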;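 also: 0% = DMSO with Hck plus Nef and 100% = Hck alone without Nef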
# zVAD death inh – inhibitors of zVAD-triggered necroptosis, primary screen, L929 cells; viability rescue, % at 10 µM; L929 zVAD necroptosis rescue, ATP luminescence, 24 h; with zVAD 60 µM; 0.38% of 220,000 active;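 active = activation, scaled between plate controls, above about 75%, limit read from the data; inactive = activation under that limit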;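 also: 0% = zVAD with DMSO and 100% = DMSO alone without zVAD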
# Thrombin inh – human alpha-thrombin inhibitors, primary screen, counter-screen for coagulation protease inhibitor project, biochemical, 1536-well, fluorogenic AMC substrate. Prothrombin (Homo sapiens), P00734. Boc-VPR-AMC fluorogenic substrate cleavage. inhibition, % at 5 µM. AID 1046, 2008. 0.26% of 220,000 active;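 active = inhibition at or above 40%; inactive = inhibition below 40%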;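 also: 0% = enzyme with no compound and 100% = wells without enzyme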
#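 System – human alpha-thrombin · Medium – pH 7.5 Tris (50 mM) with NaCl 150 mM, Tween 20 0.05% · Compound – single-point dosing at 5 µM, 0.2% DMSO · Incubation – enzyme reaction carried out at room temperature · Technique – fluorescence of released AMC, ex 355 nm, em 460 nm · Read-out basis – % inhibition of thrombin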
# An asterisk follows results filed as active; / = not tested or not shown. A portion of the library, so the mix of outcomes need not match the whole.
SMILES,KLK5 inh,TNF necrop inh,Cl transport mod,FXIa inh,Rad51 HR inh,FXIIa inh 1536,Hck-Nef inh,zVAD death inh,Thrombin inh
COC(=O)c1sc(NC(=O)c2ccc([N+](=O)[O-])o2)c(C#N)c1C,5,-3.3,3.4,2,5,13,21,0.5,-34
COC(=O)c1ccc(C)c(N(CCO)CCO)c1,57*,-0.7,0.83,4,10,10,-6,1.5,24
CCCCn1cnc(C(=O)OCC)c1N,-7,2.3,1.5,0,23,4,0,/,1
CN1CCN(C(=O)CN(c2cc(C(F)(F)F)ccc2Cl)S(C)(=O)=O)CC1,3,0.6,1.1,-3,0,6,1,1.2,-4
CC(C)N1CCN(Cc2coc3ccccc3c2=O)CC1CCO (stereo unspecified),-2,1.1,1.1,-2,-4,0,35,0.1,/
COc1cc(OC)c(C(=O)OC(C)C(=O)Nc2cc(C(F)(F)F)ccc2Cl)cc1OC (stereo unspecified),-1,1.9,-0.4,5,10,14,-1,4.4,-6
CC(O)[C@H]1CNC(=O)C(=O)N1CCc1cccc2ccccc12 (stereo partly specified),-1,3.2,1.2,0,-16,2,35,0.3,-3
CCOC(=O)c1cc(OC(=O)c2ccccc2OC)n(-c2ccccc2)n1,1,1.1,/,-6,-10,21,0,0.7,3
Cc1c(NC(=O)CCC2CCCCC2)cc(C(=O)N2CCOCC2)cc1[N+](=O)[O-],/,1.8,-0.41,-1,/,9,1,-0.5,-6
O=C(Cn1c(CC(=O)N2CCCC2)nc2ccccc21)NCc1ccccc1,-29,-3.1,0.76,0,1,13,3,-0.4,2
C[n+]1cccc2cccc([O-])c21,3,3.5,0.047,11,10,3,19,-0.1,-1
COc1ccc2cc(-c3[nH]ncc3CN3CCCC3c3nonc3C)ccc2c1 (stereo unspecified),6,1.3,-0.62,2,7,10,48,63,-3
N#CCN1CCN(CCC(=O)Nc2ccc(OCc3ccccc3)cc2)CC1,-6,0.5,/,-7,1,8,1,0.1,-3
Cc1ccc(S(=O)(=O)N2CCOCC2)cc1C(=O)Nc1cccc(S(=O)(=O)N2CCCC2)c1,-2,0.2,0.6,-4,0,6,-7,1.1,-5
COc1ccccc1/C=N/N1C(=O)c2cccc3cccc(c23)C1=O,-2,0.6,0.081,-4,1,/,-39,3.4,-1
Cc1cc(C)cc(NC(=O)C(OC(=O)c2ccc([N+](=O)[O-])o2)c2ccccc2)c1 (stereo unspecified),-12,4.4,-0.38,-15,18,-7,1,/,-6
COc1ccccc1NS(=O)(=O)c1cccc(C(=O)NNC(=O)C(NC(N)=O)C(C)C)c1 (stereo unspecified),-2,4.2,0.098,-1,/,1,5,0.2,-8
Cc1cc(C)n(C(=O)CNC(=O)c2ccco2)n1,19,0.4,/,4,-10,15,3,2.7,2
COCCNC(=O)c1ccc(CN2CCc3ccccc3C2)cc1,-15,2.0,-1,-2,-1,1,1,0.9,-3
COc1ccc(/C=c2\s/c(=C\C(=O)C(C)(C)C)[nH]c2=O)cc1O,6,7.9,1.1,5,-31,10,71*,-0.7,1
Cc1nc(-n2nnc3ccccc32)c2c3c(sc2n1)CCCC3,6,-0.6,/,2,-6,13,-1,-0.5,2
CC(C)OP(=O)(c1ccccc1)c1ccccc1,16,0.8,-0.57,6,1,8,1,-0.4,-5
OC(COc1ccccc1Cl)CN1CCN(CC(O)COc2ccccc2Cl)CC1 (stereo unspecified),1,-9.0,-0.6,-4,-3,11,-1,0.4,-3
Cc1cc(C)n2nc(SCCC(=O)NCCc3ccccc3)nc2n1,6,2.0,1.5,7,0,21,7,0.3,-1
O=C(CCn1nnc2ccccc21)Nc1nnc(Cc2ccccc2)s1,-11,0.1,/,-16,/,-12,0,0.3,-1
CCOC(=O)N1CCN(c2nc3ccccc3nc2C(C#N)C(=O)NCCc2ccccc2)CC1 (stereo unspecified),-2,-1.8,-1.6,5,-5,13,-4,1.1,0
N#Cc1nc(-c2ccco2)oc1N1CCOCC1,-13,-0.7,/,-4,/,10,-2,-0.2,-3
COc1cc(/C=C/c2ccc3cccc([N+](=O)[O-])c3n2)ccc1OCC#N,27,-10,-0.056,8,15,22,1,0.4,14
CCOc1ccccc1CNC(=O)c1cn(C)c(=O)c2c1c1ccccc1n2C,-11,1.1,0.94,-9,11,4,0,0.4,-4
COc1ccc(OCC(=O)Nc2ccc3c(c2)nc(CN2CCCC2)n3C)cc1,6,0.6,/,6,10,12,0,0.3,3
CCOc1ccc(N/C=C/C(=O)c2ccccc2)c([N+](=O)[O-])c1,11,-5.2,-1.1,-6,-5,-5,-1,4.6,-3
COc1c(C)cc(NC(=O)c2ccc3c(c2)NC(=O)CO3)cc1C,0,-2.8,-2.2,-1,/,5,16,1.2,0
CC(C)Cc1nc(C(N)=O)c2[nH]c(=O)n(-c3ccc(F)cc3)c2n1,-12,-0.2,0.13,-7,/,4,0,0.3,-6
COc1cc2ncnc(NCc3ccc(Cl)cc3)c2cc1OC,-30,4.5,-0.67,-5,4,3,27,1.7,2
O=C(O)COc1ccc(Oc2ccccc2)cc1,-34,-0.9,-1.8,0,5,10,0,-0.1,-5
COc1ccccc1OCC(=O)OCC(=O)NCCN1C(=O)CSC1=O,-1,0.6,/,6,-3,10,-1,0.7,5

# Next part (2 carried over from the part before).
SMILES,KLK5 inh,TNF necrop inh,Cl transport mod,FXIa inh,Rad51 HR inh,FXIIa inh 1536,Hck-Nef inh,zVAD death inh,Thrombin inh
O=C(O)COc1ccc(Oc2ccccc2)cc1,-34,-0.9,-1.8,0,5,10,0,-0.1,-5
COc1ccccc1OCC(=O)OCC(=O)NCCN1C(=O)CSC1=O,-1,0.6,/,6,-3,10,-1,0.7,5
CCc1ccc(NC(=O)CN(c2ccccc2)S(=O)(=O)N(C)C)cc1,-7,1.3,-0.59,-3,7,7,6,0.8,2
Cc1ccc(C(=O)Nc2cccc(C(=O)N3CCN(C)CC3)c2)cc1,5,-0.7,-0.45,-6,5,-1,2,1.0,-2
COC(=O)c1sc(NC(=O)CSc2nc3cccnc3n2C2CCCCC2)nc1C,-14,3.8,/,0,-7,4,3,2.2,2
Cc1cccc(C)c1NC1=NC(=S)N(c2ccc(C(=O)O)cc2)C12CCCCC2,-2,-0.8,0.68,1,-19,9,24,2.1,10
CCN1N=C(c2cc(Cl)sc2Cl)CSC1=O,9,-1.2,-0.42,-7,-7,-2,18,0.4,-6
Nc1nc(-c2sc3nc4c(cc3c2N)CCCC4)nc(N2CCOCC2)n1,-24,0.5,0.91,1,-91,3,20,4.9,-10
COC(=O)[C@@H](NC(=O)NCc1ccccc1Cl)C(C)C,-7,0.5,-0.0031,-8,-12,15,0,0.0,3
Cc1ccc(S(=O)(=O)N=C2SCCCS2)cc1,-2,-4.0,0.16,0,-10,0,2,1.0,-6
CCOC(=O)C1CCN(Cc2cnc(Oc3ccc(Cl)cc3C)s2)CC1,-20,-4.2,/,7,-4,15,2,1.1,3
CCOc1ccc(NC(=O)CC2C(=O)N(c3ccccc3)C(=O)N2CCOC)cc1 (stereo unspecified),-5,-0.5,-0.058,-5,-2,0,15,1.1,-9
O=C(CN1C(=O)S/C(=C/C=C/c2ccccc2)C1=O)Nc1ccc(C(=O)O)cc1,2,0.2,-0.33,3,-38,6,29,-0.7,0
CCOc1ccc(CCn2c(-c3ccco3)nc3ccccc3c2=O)cc1OCC,18,-14,-0.8,-6,4,8,7,-0.6,-6
O=C(c1ccc(Br)cc1)c1sc(N2CCOCC2)nc1-c1ccccc1,5,-0.6,0.5,0,0,6,18,1.6,-1
O=C(Nc1ccc(F)cc1)C1CCN(S(=O)(=O)c2cccs2)CC1,18,0.6,0.0066,10,-3,24,20,0.1,1
CCn1cc(Br)c(C(=O)NC(=S)Nc2ccc(C(=O)OC)cc2)n1,-14,0.4,6.2*,-4,/,6,2,0.4,-2
O=C1C2C3CC(C2C(=O)N1c1cccc(Cl)c1)[C@H](O)C3O (stereo partly specified),-1,1.4,1.2,-3,/,3,-8,-0.1,-5
COCCNc1nnc(SCC(=O)NNC(=O)c2ccccc2)s1,-8,1.7,-0.11,-3,-8,-9,25,-0.3,-16
CCOC(=O)Cc1nnc(NC(=O)CSc2ccc(C)cc2)s1,3,-1.3,/,-5,6,-3,1,0.2,3
C#CCSc1nc(-c2ccccc2)cc(C(F)(F)F)c1C#N,-21,-3.2,/,3,-2,10,-1,-0.5,-34
Cc1cc(C)n2cc(CSC3=NCCS3)nc2n1,-2,2.5,-1.3,-8,-1,2,1,0.3,-4
CN(C)CCNC(=S)Nc1cccc(Cl)c1,17,-1.6,1.7,-4,-7,6,0,0.3,-7
COc1ccc(C(=O)CSc2n[nH]c(-c3ccncc3)n2)cc1[N+](=O)[O-],-15,1.1,0.28,2,-1,10,5,1.4,-5
C/C(=N\NC(=O)c1cccc(Br)c1)c1cccc(NC(=O)c2ccc(C)o2)c1,0,-4.3,1.3,-44,7,5,1,8.2,-7
Cc1ccccc1CNc1nnnn1C,1,0.6,-0.072,-1,7,/,19,1.4,0
COc1cccc(C2C3(C#N)C(N)=NC(OC)(OC)C23C#N)c1 (stereo unspecified),16,-0.3,0.062,-10,-3,4,1,0.0,-8
COc1ccc(NC(=S)N2CCc3ccccc3C2)cc1,-31,1.0,0.26,-2,/,6,1,-0.7,-8
Cc1cc(C(=O)CSc2nnc(-c3ccccc3)n2Cc2ccc3c(c2)OCO3)c(C)n1C,11,0.4,-0.087,4,-4,3,-1,-0.4,-4
O=C(N/C(C(=O)N1CCOCC1)=C(\Sc1ncccn1)c1ccccc1)c1ccccc1,-19,-0.5,0.023,8,-1,20,-4,0.3,4
Cc1c(Cc2ccccc2)c(=O)oc2c(O)c(O)ccc12,29,-5.0,-1.2,31,-8,29,-24,0.9,4
O=C(C1CC(=O)N(C2CCCC2)C1)N1CCC(Cc2ccccc2)CC1 (stereo unspecified),-1,-3.6,/,-4,-6,-7,2,-0.2,-5
CCOC(=O)C1=C(C)N(C2CCCCC2)C(=O)C1,-1,-0.4,/,5,2,14,0,0.9,3
Cc1sc(NC(=O)c2ccccc2)c(C#N)c1-c1ccccc1,-9,2.4,2.9,-2,-3,-7,-1,0.7,1
O=C(c1ccco1)N1CCN(C(=O)c2ccc(COc3ccc(Cl)cc3Cl)o2)CC1,/,-11,-3.4*,/,-2,/,-2,86*,/

# Screening data deposited in PubChem by several laboratories.
